Epigenetic derep = derepresses silenced GFP reporter in murine cells; murine LDR cells, GFP reporter derepression, 30 h; 280,000 tested, 0.2% active; Potency, µM (highest dose often 53.9 µM), inactives show at the top dose GFP activation, most hits filed as activators; active = well fitted activation curve with a large enough effect; inconclusive = small, poorly fitted or top-dose-only effect; also: % of control where 0% means no effect; nearly all actives have a fitted effect of over 60% in size
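In this reporter-derepression format, murine cells bearing a silenced integrated CMV-GFP locus incubate with test compound (30 h, 37 C), then are washed and imaged; fluorescent objects of 20–120 um count as induced cells.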
* hit, by the source's call; ? = inconclusive. Potency is read from the fitted curve at half-maximal effect. A portion of the library; rates above refer to the full screens.

Preview:
SMILES	Epigenetic derep
COc1ccc(N2C(=O)C(CC(=O)Nc3ccc(F)cc3)N(Cc3ccc4c(c3)OCO4)C2=O)cc1 (stereo unspecified)	-3.1%
Cc1ccc(C)c(S(=O)(=O)c2nnn3c2nc(N2CCOCC2)c2sccc23)c1	-0.1%

Main list (from the top)
SMILES	Epigenetic derep
COc1ccc(N2C(=O)C(CC(=O)Nc3ccc(F)cc3)N(Cc3ccc4c(c3)OCO4)C2=O)cc1 (stereo unspecified)	-3.1%
Cc1ccc(C)c(S(=O)(=O)c2nnn3c2nc(N2CCOCC2)c2sccc23)c1	-0.1%
COc1ccc(-c2nc3c4cnn(-c5ccccc5F)c4ncn3n2)cc1	-1.0%
COc1ccccc1CNC(=O)Cn1ncc2c(C)n(Cc3ccccc3Cl)c(C)c2c1=O	2.6%
Cc1c(NC(=O)c2ccc(Cl)cc2)cc(C(C)C)c(O)c1S(=O)(=O)c1ccccc1	1.1%
Cc1cc(C)n2c(Nc3cccc(C(F)(F)F)c3)c(-c3ccsc3)nc2n1	1.9%
COc1ccc(CC(=O)Nc2c(C(=O)Nc3ccccc3F)oc3ccccc23)cc1	-0.8%
CCCNC(=O)CN1C(=O)COc2ccc(S(=O)(=O)N3CCCC3)cc21	3.3%
CCn1c(=O)cc(OCC(=O)NCc2ccccc2Cl)c2ccccc21	5.0%
CCCC(=O)n1nc(-c2ccco2)nc1NCc1ccccc1Cl	-1.9%
Cc1ccc(C(=O)/C=C/c2cn(CC(O)CN3CCCCCC3)c3ccccc23)cc1 (stereo unspecified)	0.4%
CC(NC(=O)CN1C(=O)COc2ccc(Cl)cc21)c1ccccc1 (stereo unspecified)	1.8%
COC(=O)c1cc(OC)c(OC)cc1NC(=O)c1ccc2c(c1)CCN2S(C)(=O)=O	0.2%
CCOc1ccc(NC(=O)Cn2cnc3sc(C)c(S(=O)(=O)N4CCN(c5ccccc5OC)CC4)c3c2=O)cc1	1.0%
CCc1ccc(NC(=O)CSc2cn(CC(=O)N3CCCC3)c3ccccc23)cc1	-3.0%
CCCC(O)c1nc2ccccc2n1CCCOc1ccc(Cl)cc1 (stereo unspecified)	-0.8%
O=C(Nc1ccc2oc(-c3cccnc3)nc2c1)c1ccc(-c2cccc(OC(F)(F)F)c2)o1	-0.8%
COc1ccc(C)cc1Nc1nc2cc(Cl)c(Cl)cc2nc1-n1nc(C)cc1C	-0.4%
Cc1ccc(Cn2c(C)c(CNC3CCCCC3)c(C(=O)O)c2C)cc1	-2.5%
O=C(Nc1cc(F)ccc1F)c1ccc2c(c1)nnn2C1CCCC1	4.9%
Cc1cc2oc(=O)cc(C)c2c2occ(-c3ccc(Cl)cc3)c12	-1.0%
CCCCN1C(C(=O)c2ccccc2)=C(OC(=O)CC)c2ccccc2S1(=O)=O	-3.8%
CN(c1ncnc2onc(-c3cccc(Cl)c3)c12)C1CCCCC1	-1.1%
Cc1cc(NC(=O)CC(C)C)cc(-c2nc3ncccc3o2)c1O	2.2%

Rewritten with the structure last: entries from further up
| Epigenetic derep | Compound |
| --- | --- |
| 1.9% | Cc1cc(C)n2c(Nc3cccc(C(F)(F)F)c3)c(-c3ccsc3)nc2n1 |
| -0.8% | COc1ccc(CC(=O)Nc2c(C(=O)Nc3ccccc3F)oc3ccccc23)cc1 |
| 3.3% | CCCNC(=O)CN1C(=O)COc2ccc(S(=O)(=O)N3CCCC3)cc21 |
| 5.0% | CCn1c(=O)cc(OCC(=O)NCc2ccccc2Cl)c2ccccc21 |
| -1.9% | CCCC(=O)n1nc(-c2ccco2)nc1NCc1ccccc1Cl |

Further structures
SMILES	Epigenetic derep
COc1ccc(Cl)cc1N(C)C(=O)c1cc2c(=O)oc3ccc(C)cc3c2s1	-1.1%
COc1ccc(NC(=O)CC2C(=O)N(c3ccc(F)cc3)C(=O)N2CCc2sccc2C)cc1 (stereo unspecified)	-2.9%
COc1ccc(NC(=O)CCc2nnc3n(Cc4ccc(C)cc4)c(=O)c4ccccc4n23)cc1	1.4%
CCC(C)OC(=O)/C(C#N)=C\c1ccc(-c2cccc(C(F)(F)F)c2)o1 (stereo unspecified)	?
CC(C)N(C(=O)c1cc2c(Cl)nc3ccccc3c2s1)C1CCCCC1	0.0%
Cc1ccc(C(C)C)c(OCC(=O)Nc2cccc(NC(=O)c3ccco3)c2)c1	-1.6%
COc1ccc(NC(=O)Cn2cc(S(=O)(=O)c3ccc(C)cc3)c(=O)c3ccccc32)cc1OC	1.6%
COc1ccc(-c2cc(C)no2)cc1S(=O)(=O)N1CCN(c2cccc(C)c2)C(C)C1 (stereo unspecified)	1.7%
Cc1cccc(NS(=O)(=O)c2ccc(Cl)c(C(=O)Nc3ccccc3C)c2)c1	-1.6%
O=C(Nc1ccc2oc(-c3ccc4ccccc4c3)nc2c1)c1cccc(Cl)c1Cl	0.8%
CC(C)c1ccc(Nc2c(-c3ccccc3O)nc3cnccn23)cc1	-0.9%
COc1cccc(C2C(C(=O)Nc3ccc(Cl)cc3)=C(C)Nc3nc4ccccc4n32)c1 (stereo unspecified)	4.4%
COc1ccccc1C(=O)Nc1nc(-c2ccccc2)ns1	-0.1%
O=C(NCc1ccco1)c1ccc2c(c1)N(Cc1ccccc1)C(=O)c1ccccc1S2(=O)=O	0.8%
COC(=O)c1cc2sc(C)cc2n1CC(=O)Nc1ccc(C)c(C)c1	3.5%
CCOC(=O)c1cnc2c(C)cc(C)cc2c1Nc1ccccc1OCC	-1.6%
Cc1ccc(C)c(C(=O)CSc2nc3cc(C(=O)NC4CCCC4)ccc3c(=O)n2CC2CCCO2)c1 (stereo unspecified)	?
Cc1ccc(NC(=O)c2ccc3[nH]c(C)cc(=O)c3c2)c(C)c1	-1.9%
COc1ccc(NC(=O)CC2C(=O)N(c3cccc(OC)c3)C(=O)N2CCC2=CCCCC2)cc1 (stereo unspecified)	-4.1%
CCOc1ccc(CNC(=O)c2ccc(-c3nc(CSc4ccc(C)cc4)c(C)o3)cc2)cc1	-0.8%
O=C(Cn1c(=O)n(-c2ccccc2Cl)c(=O)c2sc3ccccc3c21)N1CCCC1	-1.4%
CCOc1ccc(CN(C(=O)c2cc(=O)c3cc(Cl)ccc3o2)C2CCS(=O)(=O)C2)cc1 (stereo unspecified)	-3.0%
CCCN(CCC)C(=O)Cn1c(=O)n(-c2ccccc2)c(=O)c2c3c(sc21)CCCC3	0.9%
CSc1ccc(CNC(=O)Cn2nc(N3CCN(c4ccccc4)CC3)ccc2=O)cc1	-1.1%

Quoted at random: two entries already listed.
SMILES	Epigenetic derep
CCCN(CCC)C(=O)Cn1c(=O)n(-c2ccccc2)c(=O)c2c3c(sc21)CCCC3	0.9%
CCOc1ccc(CN(C(=O)c2cc(=O)c3cc(Cl)ccc3o2)C2CCS(=O)(=O)C2)cc1 (stereo unspecified)	-3.0%

The results go on.
SMILES	Epigenetic derep
Cc1cc(C)c(S(=O)(=O)NCCc2cc3ccc(C)cc3[nH]c2=O)c(C)c1	-0.9%
O=C(Cn1c(=O)n(Cc2ccccc2)c(=O)c2sc3ccccc3c21)Nc1ccccc1F	?
COC(=O)c1c(SC)nc2ccccc2c1OCc1ccccc1Cl	-3.7%
COc1ccc(CCNC(=O)c2cn(C)c3ccc(S(=O)(=O)N(C)C4CCCCC4)cc3c2=O)cc1OC	1.2%
Cc1ccccc1-c1nc(CN2CCC(C(=O)NCc3ccccc3Cl)CC2)c(C)o1	-1.1%
CCc1cccc(NC(=O)C2CCC(CNS(=O)(=O)c3ccc(Br)s3)CC2)c1 (stereo unspecified)	3.1%
Cc1ccccc1NC(=O)CCn1nc(-c2ccc(Cl)cc2)c2ccccc2c1=O	2.9%
CCc1cccc(CC)c1NC(=O)CN1C(=O)C(=O)c2ccccc21	6.7%
Cc1ccc(-c2nnc(Nc3ccc(F)cc3)c3ccccc23)cc1S(=O)(=O)N1CCN(C)CC1	0.1%
COc1ccc(CNc2oc(COc3cccc(C)c3)nc2C#N)cc1	0.0%
CC(C)c1ccc(NC(=O)C2(C)Cc3ccccc3C(=O)O2)cc1 (stereo unspecified)	-4.0%
COc1cc(OC)c(NC(=O)c2c3c(nn2C)-c2ccccc2SC3)cc1Cl	-2.9%
COc1ccc(C(=O)c2oc3ccccc3c2NC(=O)c2nc(SC)ncc2Cl)cc1Cl	-1.9%
CCOc1ccc(NC(=O)CC2C(=O)N(c3ccc(C)cc3)C(=O)N2C2CCCCC2)cc1 (stereo unspecified)	-2.0%
O=C(NCc1ccc2c(c1)OCO2)c1ccc2c(c1)N(Cc1ccccc1F)C(=O)c1ccccc1S2=O (stereo unspecified)	-1.1%
CC1CCN(S(=O)(=O)c2ccc3c(c2)oc(=O)n3CC(=O)NC(C)c2ccccc2)CC1 (stereo unspecified)	0.0%
COc1ccccc1CCNC(=O)Cc1c(C)c2c(O)cc(C)cc2oc1=O	-1.9%
COc1cccc(NC(=O)CCN2CCN(c3ccccc3)CC2)c1	-0.8%
Cc1cccc(OCC(=O)Nc2c(C(=O)N3CCN(c4ccccc4)CC3)oc3ccccc23)c1	2.5%
CCn1cc(C(=O)NCCc2ccccc2)c(=O)c2cc(S(=O)(=O)N3CCOCC3)ccc21	2.0%
Cc1ccc2c(=O)cc(C(=O)Nc3c(C)cccc3C)oc2c1	-0.8%
COc1cccc(C(=O)c2sc(Nc3ccc(C)cc3C)c(S(=O)(=O)c3ccccc3)c2N)c1	4.8%
Cc1ccc(C(=O)NCCn2c(C)cc3ccccc32)cc1C	4.1%
CC(=O)c1c(C)n(-c2ccc(C)cc2)c2ccc(OC(=O)COc3ccccc3)cc12	3.2%
Cc1ccc(C)c(N2CCN(C(c3ccccc3)c3nnc(-c4ccccc4F)o3)CC2)c1 (stereo unspecified)	0.1%
CCOc1ccccc1CNCc1c(C(=O)O)n(Cc2ccccc2)c2cc(OC)ccc12	0.6%
COc1ccc(Nc2nc3c(S(=O)(=O)c4ccccc4)nnn3c3ccsc23)cc1OC	-1.0%
COc1ccccc1-c1noc(-c2ccc(NCc3ccccc3)c([N+](=O)[O-])c2)n1	3.8%
COc1ccccc1N1CCN(c2ccc(-c3nc(-c4ccccc4C)no3)cc2[N+](=O)[O-])CC1	-5.4%
COc1ccc(N2CCN(C(=O)c3ccc4c(c3)CCN4S(C)(=O)=O)CC2)cc1	-2.3%
COc1ccc(CCNC(=O)C2=C(C)C(=O)OC23CCCCC3)c(OC)c1	0.0%
CCOC(=O)Cn1c(C2CC(=O)N(c3ccc(C)cc3)C2)nc2ccccc21 (stereo unspecified)	-2.3%
CC(C)(C)c1ccc(S(=O)(=O)c2cn(CC(=O)Nc3ccccc3)c3ccccc3c2=O)cc1	-3.4%
Cc1ccc(NC(=O)CC2Nc3cc(C)c(C)cc3NC2=O)c(C)c1 (stereo unspecified)	-0.8%
CCOc1ccc(NC(=O)Cn2cc(C(=O)c3ccccc3)c(=O)c3cc(OC)ccc32)cc1	?
Cc1cc(C)c(OCC(=O)N(Cc2ccc(N(C)C)cc2)Cc2ccco2)c(C)c1	-0.8%
Cc1ccn2c(Nc3ccc4c(c3)OCCO4)c(-c3ccc(N(C)C)cc3)nc2c1	0.7%
COc1cc(C2CC(=O)Nc3c2c(C)nn3-c2nncc(-c3ccccc3)n2)cc(OC)c1OC (stereo unspecified)	-3.2%
CCOc1ccc(NC(=O)Cn2nnc(C(=O)Nc3ccc(OCC)cc3)c2N)cc1	6.5%
O=S(=O)(c1ccccc1)c1nnn2c1nc(N1CCN(c3ccccc3)CC1)c1cc(Cl)ccc12	0.0%
COC(=O)c1ccccc1NC(=O)CN(c1ccc(Cl)cc1)S(=O)(=O)c1ccc(OC)cc1	-1.7%
Cc1ccccc1Nc1c(-c2ccccc2O)nc2sccn12	0.0%
CCc1ccc(C(=O)c2cn(CC(=O)Nc3ccc(OC)c(Cl)c3)c3nc(C)ccc3c2=O)cc1	15.8µM*
Cc1c(CC(=O)NCCc2ccccc2)c(=O)oc2c(C)c3occ(C(C)(C)C)c3cc12	-2.0%
Cc1cc(C)nc(NS(=O)(=O)c2ccc(NC(=O)c3ccccc3O)cc2)n1	-1.8%
CCN(CC)S(=O)(=O)c1ccc2c(c1)c(=O)c(C(=O)N1CCN(c3ccc(OC)cc3)CC1)cn2C	-2.4%
COC(=O)c1nnn(CC(=O)Nc2cc(F)ccc2F)c1C(=O)OC	0.5%
COc1cccc(CNC(=O)C2CCN(c3nnc(-n4c(C)ccc4C)s3)CC2)c1OC	-3.5%
CCOc1ccccc1NC(=O)c1ccc2c(c1)CCN2S(=O)(=O)c1ccc(C)cc1	-3.3%
COc1ccc(Cn2nnc3c(=O)[nH]c(C4CCCN(C(=O)c5ccccc5Cl)C4)nc32)cc1OC (stereo unspecified)	-4.5%
Cc1sc2c(c1C)c(=O)n(CCc1ccccc1)c(=O)n2Cc1ccc(C(C)(C)C)cc1	-1.8%
CCN1c2ccccc2-c2nc(SCC(=O)Nc3c(C)cc(C)cc3C)ncc2S1(=O)=O	-1.4%
O=C(CSc1oc(-c2ccccc2)nc1S(=O)(=O)c1ccc(Cl)cc1)Nc1ccc(F)cc1	0.3%
CCOc1ccc(/C=C/c2nc(C#N)c(N3CCC(C)CC3)o2)cc1	?
Cc1ccc(CN(Cc2ccco2)C(=O)COc2ccc(C)c(C)c2)cc1	-1.9%
CC(C)c1cc(C(=O)NC(C)c2ccccc2)no1 (stereo unspecified)	-1.8%
COc1ccc(OC)c(CNC(=O)c2ccc3c(c2)c(C)c(C)n3Cc2ccc(Cl)cc2)c1	4.7%
CCOC(=O)c1ccc(NC(=O)CC2C(=O)N(c3cccc(OC)c3)C(=O)N2C2CCCCC2)cc1 (stereo unspecified)	1.0%
Cc1ccc(C)c(CN2C(=O)c3ccccc3S(=O)c3ccc(C(=O)N(C)Cc4ccccc4)cc32)c1 (stereo unspecified)	-0.3%

Reformatted as a markdown table: 2 of the compounds above
| Structure | Epigenetic derep |
| --- | --- |
| Cc1ccc(C)c(CN2C(=O)c3ccccc3S(=O)c3ccc(C(=O)N(C)Cc4ccccc4)cc32)c1 (stereo unspecified) | -0.3% |
| CCOC(=O)c1ccc(NC(=O)CC2C(=O)N(c3cccc(OC)c3)C(=O)N2C2CCCCC2)cc1 (stereo unspecified) | 1.0% |
